GLS inh: glutaminase GLS (human) inhibition; AID 624170; Potency, µM (highest dose often 45.5 µM), without a hit: at the top dose activity change, negative = inhibition, most hits filed as inhibitors; GLS enzymatic activity, qHTS titration; O94925; 410,000 tested, 0.21% active; note: potency is the fitted concentration of half-maximal effect; % is set by controls: 0 for no effect and ±100 for the full control effect
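hKGA; 45 mM KH2PO4 pH 8.2 + 0.02% Tween-20; cpd via pin tool; 1 mM Gln soln; GluOx/HRP/Amplex Red; RT 30 min; fluor. t0 & final.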
rTrxR1 inhibitor: rat TrxR1 inhibition | 390,000 tested, 1% active | recombinant rTrxR1, NADPH fluorescence consumption, selenite substrate | AID 588453 | Potency, µM (titrated, usually from 114 µM), for the others: top-dose activity change, negative = inhibition, most hits filed as inhibitors | O89049; note: potency is the fitted concentration of half-maximal effect; % is set by controls: 0 for no effect and ±100 for the full control effect; nearly all actives have a fitted effect of over 65% in size
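Rat TrxR1 (90 nM in the dispensed reagent) was pre-reduced with 400 uM NADPH for 5 min at room temperature, then incubated with compound for 15 min. After 400 uM selenite was added, NADPH fluorescence (Ex 340/Em 450 nm) was followed for 8 min.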
HP1b chromo inh: inhibitors of HP1-beta chromodomain binding to methylated histone tails; AlphaScreen HP1-beta / biotin-H3K9me3 peptide binding; Potency, µM (highest dose often 114 µM), inactives show at the highest dose activity change, negative = inhibition, hits mostly inhibitors; 390,000 tested, 0.56% active; note: potency is the fitted concentration of half-maximal effect; nearly all actives have a fitted effect of over 70% in size; inactives centre near 23
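HP1-beta protein (50 nM final) preincubated 30 min at room temperature with biotinylated H3(1-18)K9me3 peptide (50 nM) in PBS pH 7.4, 0.01% Tween-20, then compound added for 30 min. AlphaScreen streptavidin donor/nickel chelate acceptor beads (10 ug/mL final), 30 min dark, luminescence read.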
PI4K2A block: blocks human PI4K2A kinase activity; Q9BTU6; purified PI4K2A, ADP-Glo luminescence, 1 h; active compounds read low; activity change, negative = inhibition, % at 76.9 µM; 420,000 tested, 0.13% active; AID 1346378; in the data active = activity change below about -50%; inconclusive = mostly about -30% to -49%;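 note: -100% = wells without enzyme as full effect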
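ADP-Glo luminescence measured ADP generated by PI4K2A enzyme (4 ug/mL before mixing) with 1.2 mM PI substrate (pre-mix) and 300 microM ATP (pre-mix). Tris pH7.5 buffer with MgCl2, Triton X-100; 1 h reaction at ambient temperature.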
mIDH1 inhibitor: inhibitors of human mutant IDH1 R132H. IDH1-R132H enzyme, NADPH consumption, diaphorase/resazurin fluorescence. O75874. AID 602179. 390,000 tested, 0.093% active. Potency, µM (top dose mostly 76.6 µM), for inactives: at the highest dose activity change, negative = inhibition, usual class: inhibitors; note: potency is the fitted concentration of half-maximal effect; % is set by controls: 0 for no effect and ±100 for the full control effect; nearly all actives have a fitted effect of over 65% in size
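IDH1-R132H (0.5 ug/mL) preincubated 30 min with compound, then NADPH (0.016 mM) and alpha-KG (2 mM) added; 80 min at RT, pH 7.5. Remaining NADPH coupled via diaphorase/resazurin to fluorescence (540/590 nm); concentration-response curves normalized to no-enzyme control.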
Pin1 inh: inhibitors of human Pin1. Pin1 FP peptide displacement, HiFluor488, 10 min. Potency, µM (top dose mostly 115 µM), inactives show at the highest dose activity, negative = inhibition, hits mostly inhibitors. 390,000 tested, 0.009% active; active = well fitted inhibition curve with a large enough effect in the polarisation, with a control signal flat, not every such curve was filed as active; inconclusive = small, poorly fitted or top-dose-only effect, or effect the other way, or a change in a side signal; inactive = no such curve, though single readings can be large or run the other way; the % refers to the polarisation; note: potency is the fitted concentration of half-maximal effect; % is set by controls: 0 for no effect and ±100 for the full control effect
Target sequence (Q13526 whole entry, looked up): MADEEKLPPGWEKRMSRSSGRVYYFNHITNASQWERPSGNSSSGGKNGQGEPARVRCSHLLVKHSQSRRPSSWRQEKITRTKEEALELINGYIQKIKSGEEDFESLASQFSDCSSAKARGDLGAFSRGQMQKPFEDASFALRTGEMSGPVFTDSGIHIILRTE
TrxR1 substrate: rat thioredoxin reductase 1 substrate activity. O89049. purified TrxR1 substrate turnover, NADPH consumption readout. Potency, µM (highest dose often 114 µM), for inactives: at the highest dose activity change, negative = substrate turnover. 390,000 tested, 0.01% active. AID 588456; note: potency is the fitted concentration of half-maximal effect; % is set by controls: 0 for no effect and ±100 for the full control effect; nearly all actives have a fitted effect of over 50% in size
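Rat TrxR1, dispensed at 90 nM, was prereduced with 400 uM NADPH (final) for 5 min at ~22 deg C, then incubated with compound 15 min before 400 uM selenite. A first-read NADPH fluorescence drop versus no-compound background flagged substrates.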
PGK inhibitor: inhibitors of T. brucei phosphoglycerate kinase. 380,000 tested, 0.043% active. PGK/GAPDH coupled, Kinase-Glo luminescence, 60 min. AID 602233. Potency, µM (titrated, usually from 57.5 µM), for inactives: top-dose activity change, negative = inhibition, usual class: inhibitors; note: potency is the fitted concentration of half-maximal effect; % is set by controls: 0 for no effect and ±100 for the full control effect; nearly all actives have a fitted effect of over 60% in size
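Luminescent ATP detection (Kinase-Glo Plus) follows a 60-minute room-temperature incubation, with wells lacking PGK as controls. Buffer: 100 mM TEA (pH 7.6), 5 mM MgCl2, 0.01% Tween-20. Coupling enzyme GAPDH (100 nM final) supplies unstable 1,3-BPG in-well.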
USP1-UAF1 inh: blocks the human USP1/UAF1 deubiquitinase complex; O94782; recombinant USP1/UAF1, Ub-Rhodamine cleavage fluorescence; Potency, µM (titrated, usually from 57.1 µM), without a hit: top-dose activity change, negative = inhibition, most hits filed as inhibitors; 390,000 tested, 0.23% active; AID 743255; note: potency is the fitted concentration of half-maximal effect; % is set by controls: 0 for no effect and ±100 for the full control effect; nearly all actives have a fitted effect of over 60% in size; inactives centre near -12
Target sequence (O94782 whole entry, looked up): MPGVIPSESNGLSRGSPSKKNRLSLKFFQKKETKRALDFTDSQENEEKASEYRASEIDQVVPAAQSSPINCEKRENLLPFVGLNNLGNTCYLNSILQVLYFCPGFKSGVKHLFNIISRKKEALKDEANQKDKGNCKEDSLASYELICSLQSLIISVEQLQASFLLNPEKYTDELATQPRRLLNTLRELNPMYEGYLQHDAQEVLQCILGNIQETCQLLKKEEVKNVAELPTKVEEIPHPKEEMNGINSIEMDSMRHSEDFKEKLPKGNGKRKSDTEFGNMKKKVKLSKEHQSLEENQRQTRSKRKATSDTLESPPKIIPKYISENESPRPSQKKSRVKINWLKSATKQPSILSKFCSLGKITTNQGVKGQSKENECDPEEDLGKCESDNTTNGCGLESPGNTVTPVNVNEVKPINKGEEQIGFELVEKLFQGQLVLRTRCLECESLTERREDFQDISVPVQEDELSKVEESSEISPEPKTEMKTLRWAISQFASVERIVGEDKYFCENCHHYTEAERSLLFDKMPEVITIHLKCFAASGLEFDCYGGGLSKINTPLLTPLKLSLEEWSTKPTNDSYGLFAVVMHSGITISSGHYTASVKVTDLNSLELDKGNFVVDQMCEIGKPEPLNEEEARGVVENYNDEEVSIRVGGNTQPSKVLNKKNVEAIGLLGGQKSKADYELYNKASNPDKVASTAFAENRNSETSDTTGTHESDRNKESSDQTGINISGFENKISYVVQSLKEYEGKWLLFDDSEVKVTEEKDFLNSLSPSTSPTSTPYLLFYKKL
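In this screen, compounds sit with the deubiquitinase complex (1nM) for 15 min at room temperature before Ub-Rho is added at 150nM final. Fluorescence rise is then followed for 6 reads every 60 seconds.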
Starred values were filed as active, the others as inactive; i = inactive; ? = inconclusive; nt = no result given; & = joins results of further samples; [ ] = remark or other dose. Unless noted, calls come from the whole dose curve; as a rule, active = well fitted curve in the direction sought with a large enough effect; inconclusive = small, poorly fitted or top-dose-only effect, or another doubt; inactive = no such curve, though single readings can be large; an effect the other way counts as inactive or inconclusive. The list is partial, so the mix of outcomes need not match the whole.

#1 FC(F)(F)c1ccc(N2CCN(c3cc(-c4ccccc4)nc4ncnn34)CC2)nc1
#2 CC(C)=CC(=O)Nc1ccc(Br)cc1
#3 CC(C)Cn1nc(C(=O)Nc2cccc(S(=O)(=O)N3CCCC3)c2)c2ccccc2c1=O
#4 O=C(Nc1cccc(-c2cn3cccnc3n2)c1)Nc1ccccc1F
#5 CCCCOc1cccc(C(=O)N(Cc2ccc(Br)o2)C2CCS(=O)(=O)C2)c1 (centres undefined)
#6 Cc1ccc(CN2CC(C(=O)O)CC2=O)cc1 (centres undefined)
#7 CCOC(=O)C(CCCCCCP(=O)(c1ccccc1)c1ccccc1)NC(C)=O (centres undefined)
#8 O=c1oc(CCO)cc2ccc(-c3ccc4[nH]ccc4c3)cc12
Assay by compound,1,2,3,4,5,6,7,8
GLS inh,-3%,18%,16%,-2%,-3%,nt,-15%,0%
rTrxR1 inhibitor,87%[activator],4%,0%,18%[57.1 µM],-6%,-5%,-4%[57.1 µM],27%[57.1 µM]
HP1b chromo inh,29%,7%,0%,32%,22%,10%,6%,19%
PI4K2A block,2,-4,-5,0,-1,-2,-4,0
mIDH1 inhibitor,-3%,17%,3%,10%,-15%,8%,-1%,0%
Pin1 inh,12%,-2%,8%,32%[activator],-1%,7%,0%,5%
TrxR1 substrate,47%[activator],-5%,-7%,11%[57.1 µM],-11%,-7%,1%[57.1 µM],9%[57.1 µM]
PGK inhibitor,i,0%,-6%,-1%,-6%,i,-1%,-9%
USP1-UAF1 inh,-11%,2%,0%,-23%,-9%,-9%,4%,-18%

#9 COc1ccc(C(=O)NC(=S)Nc2ccccc2N2CCOCC2)cc1[N+](=O)[O-]
#10 Cc1c(F)cccc1NS(=O)(=O)c1ccccc1C#N
#11 CCOC(=O)CSc1nc(C)cc(=O)[nH]1
#12 Cn1cnnc1SCC(=O)c1ccc2c(c1)NC(=O)CO2
#13 Cc1ccc(C)c(N(CC(=O)NCc2ccco2)C(=O)CNS(=O)(=O)c2ccc(F)cc2)c1
#14 Cc1ccc(CSc2nnc3c(n2)OC2(Nc4ccccc4-3)C(=O)Nc3ccc(F)cc32)cc1 (centres undefined)
#15 COc1ccc(S(=O)(=O)N2CCN(Cc3nc4ccc(C)cc4o3)CC2)cc1Cl
#16 CCN(c1ccccc1)S(=O)(=O)c1ccc2ccccc2c1
Assay by compound,9,10,11,12,13,14,15,16
GLS inh,1%,8%,-4%,1%,12%,83%[activator],1%,2%
rTrxR1 inhibitor,15%[57.1 µM],-1%,17%,-16%,-7%,-3%,10%[57.1 µM],14%[57.1 µM]
HP1b chromo inh,-12%,39%,21%,49%[activator],7%,12%,14%,133%[activator]
PI4K2A block,2,0,2,2,3,-3,1,3
mIDH1 inhibitor,5%,1%,-2%,-1%,0%,-20%,-6%,6%
Pin1 inh,-5%,-4%,-8%,1%,-10%,6%,?,24%
TrxR1 substrate,-2%[57.1 µM],0%,-4%,1%,0%,-10%,-4%[57.1 µM],7%[57.1 µM]
PGK inhibitor,i,nt,-6%,-4%,3%,-11%[11.5 µM],2%,i
USP1-UAF1 inh,-20%,-11%,-3%,-20%,-22%,-5%,-1%,-18%

#17 CCc1nn(CC(=O)NCCc2ccc(OC)cc2OC)c(=O)c2cc3occc3n12
#18 CCN(CC(=O)Nc1ccccc1OC)C(=O)C1CC2C=CC1C2 (centres undefined)
#19 CN(C)c1ncnc2c1C(c1ccccc1)C(C)(C)O2 (centres undefined)
#20 COc1ccc(S(=O)(=O)N2c3ccccc3OCC2C(C)(C)C)cc1 (centres undefined)
#21 COC(=O)c1sc(NC(=O)c2cc3c(s2)CCCC3)nc1C
#22 CC(C/C=N/NC(=O)COc1cc(Cl)ccc1Cl)c1ccccc1 (centres undefined)
#23 COc1cc(/C=N/OCC(=O)NC2CCCCC2)ccc1OCc1ccccc1
#24 CC(Cc1n[nH]c(=S)n1N)c1ccccc1 (centres undefined)
Assay by compound,17,18,19,20,21,22,23,24
GLS inh,4%&7%,-1%,-6%,-13%,-7%,-7%,5%,30%[activator]
rTrxR1 inhibitor,0%&-13%,22%,11%[11.4 µM],10%,8%,15%,-1%,-11%[57.1 µM]
HP1b chromo inh,56%&28%[activator],19%,37%,36%[activator],6%,72%[activator],8%,?
PI4K2A block,-1&-2,-2,3,0,-4,-1,-3,5
mIDH1 inhibitor,-2%&-14%,-1%,8%,5%,-6%,-3%,2%,3%
Pin1 inh,4%&74%,-13%,4%,0%,4%,3%,-1%,1%
TrxR1 substrate,5%&-4%,-1%,8%[11.4 µM],-2%,-2%,-1%,-2%,9%[57.1 µM]
PGK inhibitor,-9%&1%,-6%,-8%,i,-6%,-7%,i,3%
USP1-UAF1 inh,-28%&0%,-4%,-22%,-13%,-5%,-15%,-2%,8%

#25 CN(CC(=O)NCCc1ccc(S(N)(=O)=O)cc1)c1ccccc1
#26 COc1cccc(CC(=O)N2CCC(CCC(=O)Nc3cccc(OC)c3)CC2)c1
#27 O=C1CCNc2c(Cl)cccc21
#28 Cc1ccc(S(=O)(=O)CCOC(=O)CNC(=O)OCc2ccccc2)cc1
#29 C=C(C)CN(CC)C(=O)CC1C(=O)NCCN1Cc1c(F)cccc1Cl (centres undefined)
#30 CCOC(=O)C(C(=O)OCC)N(C#N)c1nc(C)cc(C)n1
#31 COc1ccc(CNC(=O)/C(C#N)=C/c2cccc(OC)c2OC)cc1
#32 O=C(CSc1nnc(-c2ccccc2)o1)NC(=O)Cc1ccccc1
Assay by compound,25,26,27,28,29,30,31,32
GLS inh,-5%,2%,3%,-2%,-3%,-11%,3%,6%
rTrxR1 inhibitor,0%[57.1 µM],10%,16%,nt,14%,7%,-19%[57.1 µM],6%
HP1b chromo inh,9%,19%,8%,nt,52%[activator],27%,37%,6%
PI4K2A block,1,-1,1,0,1,1,19,4
mIDH1 inhibitor,-3%,0%,1%,-4%,5%,0%,0%,7%
Pin1 inh,1%,-6%,-15%,nt,-3%,?,11%,-1%
TrxR1 substrate,-2%[57.1 µM],-7%,5%,nt,3%,0%,11%,-4%
PGK inhibitor,-6%,-3%,-3%,-6%,nt,-6%,5%,-4%
USP1-UAF1 inh,0%,-11%,-13%,-25%,-10%,-8%,0%,-10%

#33 O=C(NCc1cccs1)C1CCCN1C(=O)Nc1ccccc1Cl (centres undefined)
#34 Cc1cc(C)c(C(N)=O)c(Nc2cccc(Cl)c2)n1
#35 Cc1ccc(Cl)cc1NC(=O)CN1C=NS(=O)(=O)c2ccccc21
#36 Cc1ccc(CNC(=O)[C@@H]2CCC(=O)N2Cc2ccco2)cc1
#37 CC(C)(C)NCc1ccccc1OCc1cccs1
#38 COc1ccc(OC)c(NC(=O)CSc2nc3ccccc3c(=O)n2CCNC(C)=O)c1
#39 COc1ccc(N2CCN(C(c3ccccc3)c3nnnn3Cc3ccccc3)CC2)cc1 (centres undefined)
#40 CC(=O)c1ccc(NC(=O)C2CCCN(S(=O)(=O)c3ccc(-n4cnnn4)cc3)C2)cc1 (centres undefined)
Assay by compound,33,34,35,36,37,38,39,40
GLS inh,1%,22%,-1%,-7%,1%,nt,nt,-6%
rTrxR1 inhibitor,3%,17%,19%[57.1 µM],3%[57.1 µM],21%,-9%,18%,-5%
HP1b chromo inh,-5%,48%[activator],8%,8%,29%,27%,-7%,-12%
PI4K2A block,4,-2,2,3,0,-2,nt,3
mIDH1 inhibitor,14%,4%,-3%,8%,0%,1%,nt,-9%
Pin1 inh,3%,6%,-8%,-4%,2%,?,1%,4%
TrxR1 substrate,-3%,-4%,0%[57.1 µM],-1%,-2%,-7%,-1%,-2%
PGK inhibitor,1%,nt,-3%,-3%,nt,-4%,nt,4%
USP1-UAF1 inh,-19%,-5%,17%,-1%,-7%,-23%,nt,-15%

Compound profiles, as listed above. Screens in order: GLS inh | rTrxR1 inhibitor | HP1b chromo inh | PI4K2A block | mIDH1 inhibitor | Pin1 inh | TrxR1 substrate | PGK inhibitor | USP1-UAF1 inh
`CC(C)(C)NCc1ccccc1OCc1cccs1` is listed as 1% | 21% | 29% | 0 | 0% | 2% | -2% | nt | -7%
`Cc1cc(C)c(C(N)=O)c(Nc2cccc(Cl)c2)n1` is listed as 22% | 17% | 48%[activator] | -2 | 4% | 6% | -4% | nt | -5%
`CC(=O)c1ccc(NC(=O)C2CCCN(S(=O)(=O)c3ccc(-n4cnnn4)cc3)C2)cc1` (centres undefined) is listed as -6% | -5% | -12% | 3 | -9% | 4% | -2% | 4% | -15%
`COc1ccc(OC)c(NC(=O)CSc2nc3ccccc3c(=O)n2CCNC(C)=O)c1` is listed as nt | -9% | 27% | -2 | 1% | ? | -7% | -4% | -23%

Screens as filed in PubChem.
